LYP inhibition – inhibitors of LYP phosphatase, biochemical, fluorescence intensity, uHTS (AID 1779). recombinant LYP phosphatase, fluorescence intensity; higher % means a stronger effect. actives 0.054% (n = 290,000). inhibition, % at 11.5 µM; hits with a dose series show IC50 in µM; in the data active = inhibition above about 50%;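 also: plate controls were vehicle with enzyme for no effect and no enzyme for full effect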
SV40 large T antigen – SV40 large T antigen inhibitors, biochemical (AID 1903); SV40 large T antigen ATPase/helicase inhibition assay; higher % means a stronger effect; inhibition, % at 20 µM; hits with a dose series show IC50 in µM; actives 0.39% (n = 310,000); in the data active = a potency from the dose series; inconclusive = inhibition mostly from about 32% at the one dose, without a potency; inactive = the rest, 99 in 100 with inhibition below about 32%; also: strong numbers were not always called active
Siah-1 displacement – Siah-1 peptide-binding antagonists, primary screen, biochemical, fluorescence polarization, rhodamine-plectin, uHTS (AID 1817). Siah-1 / rhodamine-plectin peptide fluorescence polarization; higher % means a stronger effect. one-dose displacement, % at 20 µM; IC50 in µM for titrated hits. actives 0.02% (n = 290,000);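 active = displacement of at least 50% at 20 µM, with a fluorescence ratio check between 0.3 and a set limit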;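 also: plate controls were Siah plus tracer with DMSO for no effect and tracer alone without Siah for full effect; strong numbers were not always called active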
AID2073 – inhibitors of Mint1-CaV2.2 protein interaction, biochemical, HTRF (AID 2073). actives 0.19% (n = 290,000). inhibition, % at 20 µM, or IC50 in µM where a hit was titrated. HTRF protein-protein interaction, Mint1-CaV2.2; higher % means a stronger effect; in the data active = inhibition mostly above about 51%, no sharp cut-off; inconclusive = no clear call, values can overlap the other calls; inactive = mostly below about 53%; also: some results filed as inactive read as strong as hits
Rac1 GTP hydrolysis – MgcRacGAP GTPase-activating activity inhibitors, confirmation, biochemical, ADP Hunter fluorescence; MgcRacGAP-stimulated Rac1 GTP hydrolysis, ADP Hunter fluorescence; higher % means a stronger effect; GST-tagged Rac1 F28L mutant substrate; one-dose inhibition, % at 30 µM; IC50 in µM for titrated hits; actives 0.6% (n = 340,000);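 active = first-screen hits whose inhibition reached a set limit at any dose in the follow-up dose series; inconclusive = inhibition above the set first-screen limit but never retested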;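 also: fluorescence reports GDP produced by GAP-driven GTP hydrolysis; strong numbers were not always called active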
HIV peptide binding – inhibitors of HIV fusion peptide binding, primary screen, biochemical, uHTS, fluorescence dequenching (AID 1986); cell-free peptide binding, fluorescence dequenching, 30 min; higher % means a stronger effect; one-dose inhibition, % at 20 µM; IC50 in µM for titrated hits; actives 0.3% (n = 290,000); in the data active = inhibition mostly above about 52%, no sharp cut-off; inactive = mostly below about 76%; also: some results filed as inactive read as strong as hits
NS5 inhibitors – Dengue-2 NS5 methyltransferase inhibitors, primary screen, biochemical, confirmation dose response (AID 588689) | Dengue-2 NS5 methyltransferase capping enzyme assay, biochemical; higher % means a stronger effect | inhibition, % at 25 µM; hits with a dose series show IC50 in µM | actives 0.3% (n = 340,000); in the data active = a potency from the dose series; inconclusive = inhibition above about 29% without an active follow-up result
RSV CPE inhibition – RSV antiviral activity via CPE protection, HEp-2 cells, primary 10 µM value included (AID 2391); actives 0.13% (n = 310,000); HEp-2 cells, RSV-induced CPE inhibition; higher % means a stronger effect; CPE inhibition, % at 10 µM; hits with a dose series show IC50 in µM; in the data active = a potency from the dose series; inconclusive = CPE inhibition mostly from about 23% at the one dose, without a potency; inactive = the rest, 99 in 100 with CPE inhibition below about 21%; also: strong numbers were not always called active
XIAP displacement – small molecules displacing peptide from XIAP – biochemical, IAP family, fluorescence polarization (AID 1018); XIAP BIR domain, fluorescence polarization peptide displacement; higher % means a stronger effect; displacement, % at 20 µM; hits with a dose series show IC50 in µM; actives 0.007% (n = 200,000); in the data active = displacement above about 50%; also: a part of the inactive calls stands beside numbers as strong as those of hits
NS5 inhibitors pilot replicate – recorded beside NS5 inhibitors, whose call it bears; inhibition, %; measured here: pilot screen replicate inhibition
The depositor's hits bear a star; ? = inconclusive; / = not tested or not shown.

SMILES	LYP inhibition	SV40 large T antigen	Siah-1 displacement	AID2073	Rac1 GTP hydrolysis	HIV peptide binding	NS5 inhibitors	RSV CPE inhibition	XIAP displacement	others
COc1cccc(C(=O)Nc2cc(C(=O)NCCc3ccccc3)ccc2Cl)c1	-3%	12%	2%	-1%	4%	-1.5%	-1%	-1.9%	-8.8%
Cc1cc(C)cc(-n2c(C)cc(/C=N/NC(=O)CSc3ncccn3)c2C)c1	1%	-15%	0%	-12%	7%	-1.7%	-3%	0.2%	-2.0%
Cc1ccc(S(=O)(=O)c2ccc(NC(=O)c3c(F)cccc3F)cc2)cc1	0%	2%	-1%	6%	12%	-0.1%	-1%	?	/
Cc1ccc2cc(CN(Cc3ccc4c(c3)OCO4)Cc3nnnn3Cc3ccco3)c(=O)[nH]c2c1	7%	29%	-3%	-2%	12%	2.4%	-3%	2.3%	-3.9%
O=C(CC(c1ccccc1)c1ccccc1)N1CCN(c2ccccn2)CC1	-4%	3%	-1%	-3%	0%	2.2%	-8%	16%	-4.2%
COc1ccccc1N1CCN(C(=O)CSc2ccccc2)CC1	-6%	8%	1%	-2%	13%	12%	-3%	0.9%	-5.2%
O=C(/C=C/c1ccc(F)cc1)NCCc1ccc2c(c1)OCCO2	-4%	7%	6%	-4%	4%	1.4%	0%	3.7%	-2.7%
CCOc1ccccc1NC(=O)COc1cccc(-n2cnnn2)c1	/	0%	/	/	3%	/	-5%	4.7%	/
COc1cccc(NC(=O)C2C3C=CC(O3)C2C(=O)O)c1 (stereo not drawn)	-6%	14%	10%	4%	3%	1.7%	7%	2.3%	/
O=C(NCC1CCCN(C(=O)c2cccnc2)C1)c1ccc(-c2ccccc2)cc1 (stereo not drawn)	-12%	/	-5%	-6%	9%	0.0%	-1%	2.4%	-7.5%
CCCn1cc(S(=O)(=O)c2ccc(F)cc2)c(=O)c2cc(OCC)ccc21	-4%	10%	7%	2%	11%	-0.1%	-7%	2.0%	/
Cc1c(CNCCc2ccccc2)c(C(=O)O)c(C)n1-c1ccccc1	-7%	7%	-1%	-7%	2%	1.4%	4%	-0.6%	/
COc1ccccc1N(CC(=O)NCc1ccc(F)cc1)C(=O)CCC(=O)Nc1nccs1	-6%	-2%	0%	16%	-3%	0.6%	16%	12%	/
CCn1c(=O)cc(OCC(=O)NCCCN2CC(C)CC(C)C2)c2ccccc21 (stereo not drawn)	-9%	10%	5%	10%	7%	0.4%	5%	-1.0%	-6.0%
Cc1ccccc1CSCC(=O)Nc1c(C)n(C)n(-c2ccccc2)c1=O	-7%	16%	7%	1%	1%	1.9%	0%	1.4%	-4.9%
Cc1sc2c(c1C)C(=O)/C(=C\Nc1ccncc1)S(=O)(=O)N2C	-10%	3%	-6%	-18%	11%	2.5%	-5%	1.3%	/
C=C1C[C@H]2[C@@H]3C=C(C)C4=CC(=O)CC[C@]4(C)[C@H]3CC[C@]2(C)[C@@]1(OC(C)=O)C(C)=O	/	22%	/	/	-1%	/	-4%	40%	/
COCCn1c(SCC(=O)Nc2cc(C)on2)nnc1-c1ccccc1	-4%	4%	6%	2%	6%	0.7%	3%	1.1%	/
Cc1nc(CCNC(=O)COc2ccccc2)cs1	3%	6%	0%	3%	13%	-0.5%	-1%	2.4%	-4.6%
COCCCn1c(=S)[nH]c2ccc(N3CCOCC3)cc2c1=O	-2%	0%	3%	45%	6%	2.7%	7%	-0.1%	-0.3%	NS5 inhibitors pilot replicate=0.0
CCn1c(SCC(=O)N(C)C)nc2cc(S(=O)(=O)N3CCOCC3)ccc21	/	4%	/	/	3%	/	1%	-0.7%	/
COc1cccc(NC(=O)Cn2cc(C(=O)C3CC3)c3ccccc32)c1	/	10%	/	/	9%	/	-9%	-1.1%	/
O=C(CCc1ccc(O)c(O)c1)NNC(=S)Nc1ccc(Br)cc1Cl	-6%	>100µM*	-3%	8%	/	4.2%	/	0.9%	-4.6%
Cc1cc(=O)oc2cc(OCC(O)CN3CCN(c4ccc(F)cc4)CC3)ccc12 (stereo not drawn)	-9%	6%	7%	21%	7%	-1.6%	-7%	0.8%	1.5%
Cn1nc(C(=O)N2CCN(c3ccc(Cl)cc3)CC2)c2c1-c1ccccc1S(=O)(=O)C2	-7%	15%	-1%	-3%	9%	0.4%	-2%	?	/
CCOc1ccc(CO/N=C/c2c(C)[nH]c(=O)[nH]c2=O)cc1	-5%	3%	4%	2%	1%	1.3%	-9%	1.4%	-1.6%
COCCn1nnnc1C(c1ccc2ncccc2c1)N1CCN(c2ccccc2F)CC1 (stereo not drawn)	0%	-2%	3%	9%	9%	-1.0%	-1%	3.3%	-4.8%
CN1C(C(=O)NCCc2cccs2)CC2Cn3c(nc4cc(Cl)c(Cl)cc43)C21 (stereo not drawn)	2%	3%	1%	1%	7%	-1.1%	-1%	0.7%	/
O=[N+]([O-])c1cccc(/C=C/c2nc(C=Nc3ccccc3)c(O)o2)c1	6%	4%	3%	20%	6%	1.2%	9%	0.8%	-2.0%
C[C@@H]1CCC[C@@]2(O[C@@H](CCO)C[C@@H](O)[C@@H]2O)O1	/	17%	/	/	4%	/	-6%	2.7%	/
O=C(c1ccccc1)c1ccc(O)cc1O	0%	6%	6%	8%	9%	146%	?	-0.2%	-6.8%
COCc1cc(C)nc(N2CCCCC2)c1C#N	-8%	7%	3%	0%	6%	0.7%	-2%	2.3%	-7.5%
Cc1nn2c(N)csc2nc1=O	-6%	10%	-5%	-1%	/	1.0%	/	-0.7%	-2.5%
CCOc1cccc(OCCOc2ccccc2[N+](=O)[O-])c1	3%	1%	4%	-4%	12%	-0.9%	-6%	1.6%	-4.0%
O=C(c1ccccc1S(=O)(=O)NCc1ccccc1)N1CCCCC1	-8%	1%	6%	-5%	5%	-0.1%	6%	0.2%	-0.7%
COc1ccc(OCC(=O)Nc2ccc(Cl)cc2)cc1	-8%	8%	-5%	3%	-48%	-0.3%	-2%	-1.0%	-6.6%
O=C(NCC(c1cccs1)N1CCOCC1)c1cc([N+](=O)[O-])cc([N+](=O)[O-])c1 (stereo not drawn)	-3%	4%	4%	-1%	5%	0.0%	-2%	0.4%	-4.6%
O=C1CCN(Cc2cccnc2)CCN1[C@H](CO)c1ccccc1	-13%	4%	2%	1%	9%	2.5%	-3%	-0.1%	/
CCCCNC(=O)COC(=O)c1cc2c(C)nn(-c3ccccc3)c2s1	-7%	10%	1%	8%	-2%	-3.3%	-5%	-2.1%	-12%
COC(=O)c1cccc(NC(=O)/C=C/c2ccc([N+](=O)[O-])cc2)c1	-1%	15%	5%	-6%	9%	0.8%	-4%	0.0%	-16%
O=C(NNc1c(Cl)cc(Cl)cc1Cl)c1n[nH]c(=O)c2ccccc12	-9%	16%	0%	-1%	5%	-0.2%	-4%	1.8%	/
O=C1CSC(c2ccccn2)N1c1ccccc1F (stereo not drawn)	-9%	36%	13%	1%	13%	-0.6%	5%	1.2%	-4.0%
Cc1cccc(NC(=O)NNC(=O)c2ccc(C)c([N+](=O)[O-])c2)c1	-3%	2%	14%	-5%	4%	0.3%	-9%	0.1%	-2.4%
CCOCCCNC(=S)N(CCN(CC)CC)Cc1cc2cc3c(cc2[nH]c1=O)OCCO3	-11%	10%	-2%	11%	10%	2.0%	-7%	-0.5%	/
COc1ccc(-c2cc3c(=O)n(CC(=O)NCc4ccc(Cl)cc4)ncn3n2)cc1	-9%	5%	0%	13%	4%	-2.5%	-5%	0.6%	/
O=S(=O)(NCC(c1cccnc1)N1CCOCC1)c1ccc(Cl)cc1 (stereo not drawn)	-6%	2%	-6%	6%	4%	1.5%	7%	0.6%	-5.9%
C=CCN1C=C2C(=O)C(C)(OC(=O)CCC(=O)OC)C(=O)C(Br)=C2C=C1c1ccc(OC)cc1 (stereo not drawn)	-8%	23%	1%	8%	3%	9.3%	?	-1.0%	/
O=C(Nc1ccc(F)cc1F)N1CCCN(CCOc2ccccc2)CC1	-6%	17%	4%	-5%	/	-2.6%	/	/	/

Of the compounds above, 2 have two or more sulfur atoms:
SMILES	LYP inhibition	SV40 large T antigen	Siah-1 displacement	AID2073	Rac1 GTP hydrolysis	HIV peptide binding	NS5 inhibitors	RSV CPE inhibition	XIAP displacement	others
Cc1sc2c(c1C)C(=O)/C(=C\Nc1ccncc1)S(=O)(=O)N2C	-10%	3%	-6%	-18%	11%	2.5%	-5%	1.3%	/
CCn1c(SCC(=O)N(C)C)nc2cc(S(=O)(=O)N3CCOCC3)ccc21	/	4%	/	/	3%	/	1%	-0.7%	/

Continuation:
SMILES	LYP inhibition	SV40 large T antigen	Siah-1 displacement	AID2073	Rac1 GTP hydrolysis	HIV peptide binding	NS5 inhibitors	RSV CPE inhibition	XIAP displacement	others
CSc1ncccc1C(=O)OCC(=O)NCc1ccc2c(c1)OCO2	0%	14%	4%	7%	10%	-0.8%	1%	-0.3%	-2.5%
O=C1c2ccccc2CN1C(CO)c1ccccc1 (stereo not drawn)	-5%	24%	7%	-7%	9%	-1.3%	-1%	2.2%	/
COc1ccc(-c2nn(-c3ccccc3C)cc2CNCc2cccnc2)cc1F	-2%	9%	1%	43%	9%	-0.5%	4%	-1.5%	-6.9%
O=[N+]([O-])c1ccc(-c2nc(C(Cl)Cl)c3ccccc3n2)cc1	-3%	10%	8%	1%	6%	1.6%	-2%	1.0%	/
CC(C)(C)OC(=O)NC(=NCCCc1cn(CC(=O)N2CCN(C(=O)OC(C)(C)C)CC2)nn1)NC(=O)OC(C)(C)C	5%	0%	1%	-3%	3%	0.8%	-8%	-0.7%	-4.9%
COc1ccccc1CNCC(O)(c1ccc(Cl)cc1)c1ccc(Cl)cc1	5%	-2%	-2%	-1%	-9%	0.5%	4%	22%	-20%	NS5 inhibitors pilot replicate=0.7
CC(=O)c1ccc(OCCCC(=O)NC2CCCc3ccccc32)cc1 (stereo not drawn)	-7%	13%	7%	-6%	8%	-1.9%	-10%	0.3%	-2.3%
CCN(CC)CCCn1c(=S)[nH]c2cc(C(=O)OC)ccc2c1=O	-3%	3%	2%	-24%	12%	-0.4%	-5%	0.1%	-0.7%
Cc1cccc(C)c1NC(=O)c1sc(Cl)nc1C	-2%	3%	0%	-5%	7%	2.7%	-3%	1.5%	-1.3%
Cc1ccc2c(n1)CC(C)(C)CC2=O	-7%	10%	3%	-3%	-1%	1.0%	3%	1.0%	1.0%
CCC(=O)Nc1ccccc1N1CCN(c2ccc(F)cc2)CC1	0%	-13%	3%	11%	3%	-1.1%	5%	-0.5%	/
O=C(CN(C(=O)Cn1nnc(-c2ccc(F)cc2)n1)C1CCCC1)NC1CCCC1	-6%	5%	5%	-8%	14%	-1.8%	-1%	0.4%	-9.9%
COc1cccc(CN2CCN(c3cccc(C(F)(F)F)c3)CC2)c1OC	-2%	5%	1%	-2%	8%	0.4%	-3%	-1.2%	-3.8%
CCOC(=O)CSc1nc(C)c2cccc(C)c2n1	-4%	8%	1%	-1%	9%	-1.2%	-4%	0.8%	/
O=C(NCCC1=CCCCC1)c1ccc(F)cc1	-9%	9%	5%	-1%	0%	-1.3%	-3%	1.6%	-0.9%

Rows were taken by chance. About 1.7% of those tested had a hit in this group.
